RTF Ca sens act – cardiac RTF calcium sensitization. IANBD-labeled TnC RTF fluorescence at EC20 calcium; 0% EC20 calcium, 100% full calcium. actives 0.24% (n = 340,000). activation, % at 7.2 µM. P19429+P45379;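 active = activation above the mean over all tested compounds plus 3 SD, cut at about 30% in these data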;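 note: rise in fluorescence read as greater calcium sensitivity of cardiac thin filaments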
Keap1-Nrf2 PPI – inhibitors of human Keap1-Nrf2 protein-protein interaction | Q14145 | Keap1 Kelch-Nrf2 peptide fluorescence polarization, 1536-well | inhibition, % at 9.4 µM | actives 0.15% (n = 340,000); in the data active = inhibition above about 12%;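 note: human Keap1 Kelch domain with fluorescein labeled Nrf2 9mer peptide probe; 0% = neutral control wells and 100% = peptide positive control; higher means more block of Keap1 binding to Nrf2 peptide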
HTR5A inv ag – inverse agonist of human HTR5A in OPRM1-OPRD1 counter-screen; HTR5A cell line, luminescence, inverse agonism; inhibition, % at 9.3 µM; actives 0.083% (n = 340,000); AID 504634; in the data active = inhibition mostly above about 23%, no sharp cut-off; inactive = mostly below about 18%;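 note: 0% = cells with DMSO and 100% = no-cell wells with DMSO; some compounds called inactive have numbers as strong as hits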
LANA DNA inh – KSHV C-LANA DNA binding inhibition; inhibition, % at 9 µM; MBP-C-LANA/FAM-LBS DNA binding, fluorescence polarization; actives 0.078% (n = 340,000);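 active = highest replicate inhibition at or above 60% at 9 µM, even if other replicates fall short; inactive = all replicates below 60% inhibition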;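 note: 0% = neutral control wells and 100% = 4 µM acridine orange control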
MOR-DOR ag – OPRM1-OPRD1 heterodimerization agonism. P35372+P41143. cells, luminescence. activation, % at 9.3 µM. actives 0.3% (n = 340,000). AID 504326; in the data active = activation above about 18%;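 note: 0% = vehicle-treated cells and 100% = reference agonist; values of inactives mirror those of a sister screen read the other way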
Target sequence (P35372 whole entry, looked up): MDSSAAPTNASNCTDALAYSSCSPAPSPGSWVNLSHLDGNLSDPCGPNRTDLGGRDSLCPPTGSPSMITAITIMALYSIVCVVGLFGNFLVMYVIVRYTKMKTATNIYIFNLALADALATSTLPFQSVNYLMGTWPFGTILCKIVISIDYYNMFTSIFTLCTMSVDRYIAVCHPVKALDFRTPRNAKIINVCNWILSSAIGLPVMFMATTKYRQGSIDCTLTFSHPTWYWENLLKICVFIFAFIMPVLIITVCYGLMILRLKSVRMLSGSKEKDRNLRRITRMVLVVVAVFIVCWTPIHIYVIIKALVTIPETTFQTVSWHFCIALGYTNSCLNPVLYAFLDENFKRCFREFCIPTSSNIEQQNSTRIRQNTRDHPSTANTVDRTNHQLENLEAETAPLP
Target sequence (P41143 whole entry, looked up): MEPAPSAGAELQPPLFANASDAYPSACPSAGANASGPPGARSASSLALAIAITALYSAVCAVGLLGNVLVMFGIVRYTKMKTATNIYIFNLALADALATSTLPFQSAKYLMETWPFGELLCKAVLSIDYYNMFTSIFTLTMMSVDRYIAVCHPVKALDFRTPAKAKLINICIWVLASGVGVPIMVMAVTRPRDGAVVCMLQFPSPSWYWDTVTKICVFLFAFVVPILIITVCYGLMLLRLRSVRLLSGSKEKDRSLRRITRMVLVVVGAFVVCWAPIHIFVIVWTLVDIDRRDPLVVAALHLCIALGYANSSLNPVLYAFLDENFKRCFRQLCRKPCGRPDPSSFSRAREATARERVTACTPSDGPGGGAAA
HTR5A ag ctr – HTR5A agonism, opioid heterodimer counter-screen; P47898; HTR5A agonist assay, luminescence, cell-based; activation, % at 9.3 µM; actives 0.61% (n = 340,000); AID 504692; in the data active = activation mostly above about 9.5%, no sharp cut-off; inactive = mostly below about 7.6%;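 note: 0% = cells with vehicle only and 100% = reference agonist; strong numbers were not always called active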
OPRM1-OPRD1 inv – inverse agonist of human OPRM1-OPRD1 heterodimerization; cell-based MOR-DOR heterodimer luminescence, inverse agonism; inhibition, % at 9.3 µM; AID 504357; actives 0.21% (n = 340,000); in the data active = inhibition above about 22%, passing the limit was not always enough;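 note: 0% = cells with DMSO and 100% = wells without cells with DMSO; values of inactives mirror those of a sister screen read the other way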
CAL PDZ FP – CAL PDZ (human) peptide binding inhibition; Q9HD26; purified CAL PDZ, TMR-peptide fluorescence polarization, 1 h; inhibition, % at 24.9 µM; actives 0.92% (n = 300,000); AID 602252;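 active = mean inhibition of at least 30% with at least half of replicates also reaching 30%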;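 note: 0% = DMSO neutral control and 100% = excess unlabeled competitor peptide PRC23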
V-ATPase pH – yeast V-ATPase proton transport regulation by pHLuorin | S. cerevisiae, pHLuorin cytosolic pH fluorescence | response, % at 10 µM | actives 0.37% (n = 350,000) | AID 504577; in the data active = response mostly above about 7.3%, no sharp cut-off; inactive = mostly below about 5.4%; note: actives read high; inactives centre near 0; some compounds called inactive have numbers as strong as hits; reference of the scale not given here
Cardiac RTF inh – cardiac RTF calcium desensitization. IANBD-labeled cardiac RTF, Ca2+ fluorescence. inhibition, % at 7.15 µM. actives 0.12% (n = 340,000). P19429+P45379;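 active = inhibition above the mean inhibition of all tested compounds plus 3 SD, cut at about 17% in these data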;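 note: assay run at fixed EC70 calcium of 1.6 mM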
Numbers without * were called inactive; . = not tested or not shown. Rows are unselected; any-hit rate near 2.8%.

SMILES	RTF Ca sens act	Keap1-Nrf2 PPI	HTR5A inv ag	LANA DNA inh	MOR-DOR ag	HTR5A ag ctr	OPRM1-OPRD1 inv	CAL PDZ FP	V-ATPase pH	Cardiac RTF inh
Cn1c(=O)c(=O)n(C)c2cc(S(=O)(=O)NCCOc3ccccc3)ccc21	.	2.6	.	0.6	.	.	.	4.8	-3.2	.
CCCCn1c(N)c(N(CCC(C)C)C(=O)C2CCN(C(=O)c3ccccc3C)CC2)c(=O)[nH]c1=O	-6.6	-10.1	-6.5	0.5	3.3	12.1	-21.2	-2.6	-1.1	-1.3
CC(C)C(=O)Nc1ccc(NC(=O)c2cccc(F)c2)cn1	1.4	1.6	20.0	2.5	-2.8	2.5	14.8	-1.2	-0.2	1.2
COc1cccc(NC(=S)/C(=C(\[O-])c2ccc([N+](=O)[O-])cc2)[n+]2ccccc2)c1	-1.8	-7.1	3.0	-2.4	1.6	10.3	-8.1	-3.2	0.9	-13.5
Cc1cc(S(=O)(=O)NCCCN2CCOCC2)ccc1Br	-0.9	-0.9	15.1	-0.6	-2.5	-6.0	9.7	-0.8	3.2	-10.2
Cc1cc(C)c(CN2CCN(Cc3ccc(C)o3)C(CCO)C2)c(-n2cccn2)c1 (stereo not drawn)	3.3	0.2	4.9	1.3	6.2	-1.9	-28.4	-15.8	2.5	14.1
Cc1cc2cc(CCNC(=O)CCc3ccccc3)c(=O)[nH]c2cc1C	-6.6	-3.7	-14.5	-0.1	-2.0	5.0	11.7	.	-1.5	-0.4
CCCCN(C(=O)CSc1nnnn1-c1ccccc1OC)C1CCS(=O)(=O)C1 (stereo not drawn)	-4.8	-1.7	-7.8	1.5	-1.1	2.4	6.2	-1.1	6.0	-0.4
CCCN(CC(=O)Nc1ccc(OC)c(OC)c1)CC(=O)Nc1ccc(F)c(F)c1F	1.4	3.4	23.9	3.9	1.7	2.0	-8.0	-5.8	0.8	-2.6
CC1CCN(S(=O)(=O)c2cc(C(=O)NC3(C)CCS(=O)(=O)C3)ccc2Br)CC1 (stereo not drawn)	-2.6	-2.4	3.1	-0.5	-3.3	1.9	12.8	.	-0.7	-10.1
COCCN(CC(=O)Nc1ccccc1C(F)(F)F)C(=O)/C=C/c1ccc2ccccc2n1	0.3	-6.9	1.9	1.8	-1.8	-0.8	7.2	15.6	0.1	-1.1
COCc1ccc(C(=O)NC(C)c2cnn(-c3ccccc3C)c2C)o1 (stereo not drawn)	3.4	-1.2	7.8	0.0	0.8	-2.8	-4.3	-7.4	0.7	-6.9
Cc1ccc(-n2cnc(=O)c3cccnc32)cc1	3.0	-2.4	2.5	0.2	2.8	-0.8	-14.0	-3.1	11.2	-8.2
Cc1ccc(N2C(N)=C(C#N)C(c3cccnc3)C3=C2CCCC3=O)cc1 (stereo not drawn)	-0.9	-1.2	0.9	-1.8	-0.9	-0.3	5.3	-0.8	-1.6	-11.9
CCOC(=O)c1c(C)nn(-c2ccc(NC(=O)c3c(C)noc3C)cc2)c1C	-3.7	-1.7	3.5	-0.6	-0.9	-1.0	4.2	-3.2	2.3	-7.8
COCC(=O)Nc1ccc2c(c1)OCC(=O)N2Cc1ccc(C)cc1	0.7	-0.7	-4.5	-0.9	-1.1	1.6	5.5	3.3	7.8	6.1
CCCCn1c(N)c(N(CCOC)C(=O)COC(=O)CCOc2ccc(C)cc2)c(=O)[nH]c1=O	-1.6	-5.2	16.3	-1.0	-2.4	-4.5	12.3	.	1.0	3.5
O=C(c1ccc(NS(=O)(=O)c2ccc3[nH]c(=O)[nH]c3c2)cc1)N1CCCCC1	-4.0	-2.9	-16.6	-0.3	1.4	3.5	-9.0	-0.7	-4.8	-7.3
CCCCN(C)C(=O)c1cc2c(s1)-c1ccccc1S(=O)(=O)C2	3.7	0.5	14.4	-0.5	-1.9	2.0	9.9	2.6	-3.1	7.8
C=C(C)[C@@H]1CC=C(CN2CCC(N3CCC(C(=O)N4CCCC4)CC3)CC2)CC1	-0.5	-4.8	-2.5	0.3	-0.6	1.0	2.6	-1.4	-4.0	3.8
O=C(NN1C(=O)C2C(C1=O)C1C=CC2C12CC2)c1ccc(Cl)cc1 (stereo not drawn)	2.1	-2.3	2.8	0.5	-2.2	2.3	11.1	-1.4	-3.6	-5.5
COc1ccccc1C(=O)Nc1nc2ccc(S(C)(=O)=O)cc2s1	-4.3	-1.9	5.0	0.8	1.9	-1.5	-10.1	.	-4.4	-1.5
COc1ccc(C2Nc3ccccc3C(=O)N2c2ccc(Cl)cc2)cc1Cn1cc([N+](=O)[O-])cn1 (stereo not drawn)	-3.5	0.6	15.6	-0.4	0.3	-5.8	-2.1	3.5	-0.6	1.6
Cc1ccccc1NC(=S)NCC(c1cccnc1)N1CCOCC1 (stereo not drawn)	4.4	-1.8	-1.3	0.5	-2.9	0.5	14.7	4.5	1.9	0.2
Fc1ccccc1CN1CCCN(C(=S)Nc2cccc(Cl)c2)C1	6.3	0.5	16.8	1.9	5.1	11.0	-26.9	-5.6	-1.0	-1.9

3 consecutive records already listed, for reference:
SMILES	RTF Ca sens act	Keap1-Nrf2 PPI	HTR5A inv ag	LANA DNA inh	MOR-DOR ag	HTR5A ag ctr	OPRM1-OPRD1 inv	CAL PDZ FP	V-ATPase pH	Cardiac RTF inh
Cn1c(=O)c(=O)n(C)c2cc(S(=O)(=O)NCCOc3ccccc3)ccc21	.	2.6	.	0.6	.	.	.	4.8	-3.2	.
CCCCn1c(N)c(N(CCC(C)C)C(=O)C2CCN(C(=O)c3ccccc3C)CC2)c(=O)[nH]c1=O	-6.6	-10.1	-6.5	0.5	3.3	12.1	-21.2	-2.6	-1.1	-1.3
CC(C)C(=O)Nc1ccc(NC(=O)c2cccc(F)c2)cn1	1.4	1.6	20.0	2.5	-2.8	2.5	14.8	-1.2	-0.2	1.2

Additional compounds follow:
SMILES	RTF Ca sens act	Keap1-Nrf2 PPI	HTR5A inv ag	LANA DNA inh	MOR-DOR ag	HTR5A ag ctr	OPRM1-OPRD1 inv	CAL PDZ FP	V-ATPase pH	Cardiac RTF inh
COc1ccc(OC)c(C2C=C(c3ccc(C)c(C)c3)Nc3nnnn32)c1 (stereo not drawn)	-1.2	-4.2	-17.1	0.2	4.0	5.3	-22.2	-1.2	-7.3	-3.1
CCOc1ccc(C(O)(c2ccccc2)C(CN2CCCC2)c2ccccc2)cc1 (stereo not drawn)	-4.0	-2.2	9.9	0.8	-4.5	-2.8	21.2	-2.8	-0.8	1.1
O=C(c1cc2ccccc2oc1=O)N1CCN(c2ncccn2)CC1	14.6	-4.0	-4.3	2.6	-0.3	3.1	1.9	-2.2	0.8	-2.3
CCCn1c(NCc2ccccc2NS(=O)(=O)c2ccc(C)cc2)nc2ccccc21	-2.4	1.8	9.2	0.2	4.2	3.9	-20.4	0.3	3.4	-0.5
CCc1nnc(NS(=O)(=O)c2ccc(N3C(=O)c4ccc(C(=O)O)cc4C3=O)cc2)s1	-4.4	-1.8	5.1	-0.5	-2.4	-0.6	15.1	-2.8	3.2	-9.3
COc1cccc(-n2c(=S)sc3c(=O)n(-c4ccccc4OC)c(=S)[nH]c32)c1	-0.1	-3.4	-24.6	-1.3	0.4	8.9*	-2.0	2.4	2.2	8.4
CC1=CCC2C(=O)N(c3ccc(OC(=O)c4ccco4)cc3)C(=O)C2C1 (stereo not drawn)	1.1	-2.3	-17.2	0.6	-1.9	6.3	10.3	-5.4	-0.3	-1.3
CCOC(=O)c1c(Cc2ccc(Cl)cc2)c[nH]c1C	-4.5	2.6	-10.9	-2.2	7.5	4.2	-38.4	-1.1	-7.2	11.7
O=C(COc1ccc(C(=S)N2CCCC2)cc1)Nc1ccccc1C(F)(F)F	2.8	-5.3	1.7	-1.6	-0.4	6.8	3.0	.	-1.9	0.8
CC(C)(CN1CCCCC1)NS(=O)(=O)c1ccc(Cl)cc1	10.1	-3.5	2.8	0.7	1.9	-2.3	-11.4	-1.4	-4.2	-0.9
CCOC(=O)c1[nH]c(C)c(C(=O)NC)c1C	8.2	-5.6	0.7	-1.0	-0.9	-0.3	4.8	.	-3.5	-1.7
CN(Cc1nc(-c2ccc3c(c2)OCO3)no1)CC1(N2CCOCC2)CCCCC1	0.5	-2.1	-0.2	0.3	-0.1	0.1	0.6	1.0	-4.8	-2.8
CCn1cc(C2=NC(c3ccccc3)CO2)c2ccccc21 (stereo not drawn)	11.4	-1.9	-4.0	-0.4	-0.6	1.3	3.7	-0.7	2.5	-4.5
CC(C)[C@H](NS(=O)(=O)c1cccc(Cl)c1)C(=O)OCC(=O)NC(=O)CN1CCCC1=O	7.5	-1.0	-8.5	1.7	-3.2	-2.2	12.5	-0.2	1.4	-1.6
CC1CCCCN1CCNC(=O)c1ccc2c(c1)N(Cc1ccccc1)C(=O)c1ccccc1S2(=O)=O (stereo not drawn)	-0.2	-7.3	-1.4	-0.5	-1.4	-4.9	7.5	-3.9	-4.3	-2.5
COCC(N)(c1ccccc1)c1nc2ccccc2n1C (stereo not drawn)	-1.7	1.0	-7.3	0.7	-1.2	1.6	6.2	1.9	-0.4	2.4
Cc1ccc(NC(=O)C2CC(=O)N(C(C)C)C2)cc1C (stereo not drawn)	-3.5	-10.4	1.0	0.3	-1.8	-0.3	8.5	-1.5	-2.2	-5.0
COc1cc(OC)c(N2CC34C=CC(O3)C(C(=O)O)C4C2=O)cc1Cl (stereo not drawn)	-4.2	-5.3	4.5	1.5	-2.9	-1.2	15.6	-4.3	2.7	0.5
Cc1ccc(C)c(NC(=O)CSc2nncn2C)c1	1.7	-1.9	-32.6	-1.7	-3.1	8.7	15.2	2.9	-2.4	1.5
CCCNC(=O)C1(CC2CC(c3ccccc3)=NO2)CCN(C(=O)c2ccccc2)CC1 (stereo not drawn)	8.1	1.2	2.5	0.5	-2.3	0.3	13.0	-1.2	-2.2	-2.2
CC(=O)N1CCc2cc(S(=O)(=O)Nc3ccccc3N3CCN(C)CC3)ccc21	0.2	1.4	-6.0	-0.2	-1.4	2.1	7.0	.	-1.6	-2.8
O=C(NCc1cccnc1)C(=O)NCC1OCCCN1S(=O)(=O)c1ccc(Cl)cc1 (stereo not drawn)	6.1	-5.3	1.8	-0.2	0.2	-0.7	-1.4	1.9	-1.1	-26.3
O=C(CCn1c(=S)oc2ccccc21)Nc1cc([N+](=O)[O-])ccc1F	2.3	0.3	14.7	-0.6	-2.0	-3.8	11.1	-5.2	-2.4	0.0
O=C(Nc1cccc(S(=O)(=O)NC2=NCCC2)c1)c1ccccc1F	-1.9	0.9	-1.2	0.1	-5.7	3.2	21.9	.	2.5	0.1
c1ccc(-c2ccc(-c3cnc4n3CCCCC4)cc2)cc1	-3.5	-9.0	5.0	1.5	0.9	-2.3	-4.4	-2.4	0.4	-2.1
O=C(CSc1ncnc2ccccc12)Nc1cc(S(=O)(=O)N2CCCCC2)ccc1Cl	13.9	-3.3	13.6	-1.3	4.2	3.7	-22.2	0.5	-1.4	-11.3
CC1CCN(C(=O)CN2c3cccc4cccc(c34)S2(=O)=O)CC1	1.3	-3.5	-11.4	0.5	-0.9	4.7	3.5	-0.1	-4.5	0.5
O=C(Cc1ccsc1)NNC(=O)c1ccc(F)cc1	-4.2	-1.0	-9.3	2.0	-0.8	8.8	4.0	1.0	2.1	0.2
COc1ccc(N2C(=O)CC(Sc3nc(C)cc(C)n3)C2=O)cc1OC (stereo not drawn)	-2.5	0.6	8.7	-1.7	-1.4	-2.3	6.7	-4.5	2.3	0.4

Assay outcomes as filed in PubChem.
